TDP-43 yeast inh: inhibitors of TDP-43 toxicity in yeast; TDP-43 expressing yeast growth rescue, BacTiter-Glo, 24 h; Potency, µM (titrated, usually from 46.1 µM), for the others: at the top dose growth rescue (activation), usual class: activators; 410,000 tested, 1.8% active; note: potency is the fitted concentration of half-maximal effect; % of control where 0% means no effect; nearly all actives have a fitted effect of over 50% in size
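Luminescence from BacTiter-Glo reports growth of TDP-43-expressing yeast after 24 hr at 30 deg C with compound. Cells were raffinose-pregrown to mid-log, then seeded in galactose medium at OD600=0.02.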
aSyn rescue: rescues yeast growth from alpha-synuclein toxicity. AID 652106. Yeast expressing alpha-synuclein, growth rescue, BacTiter-Glo, 24 h. Potency, µM (series often up to 46.1 µM), without a hit: at the top dose growth rescue (activation), usual class: activators. 370,000 tested, 0.14% active; note: potency is the fitted concentration of half-maximal effect; % of control where 0% means no effect; nearly all actives have a fitted effect of over 65% in size
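Screening used galactose-induced yeast with toxic alpha-synuclein levels, exposed to compound for 24 hr at 30 deg C. Cell growth, read with BacTiter-Glo luminescence, gave the measured signal.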
GLP1R inv ag: inverse agonists of human GLP-1 receptor | P43220 | HEK293 GLP-1R CRE-luciferase, luminescence, 24 h; GLP-1R form is constitutively active | Potency, µM (top dose mostly 38.3 µM), for inactives: top-dose activity change, negative = inhibition, hits mostly inhibitors | 410,000 tested, 1.6% active | AID 624417; note: potency is the fitted concentration of half-maximal effect; % is set by controls: 0 for no effect and ±100 for the full control effect; nearly all actives have a fitted effect of over 55% in size
Target sequence (P43220 whole entry, looked up): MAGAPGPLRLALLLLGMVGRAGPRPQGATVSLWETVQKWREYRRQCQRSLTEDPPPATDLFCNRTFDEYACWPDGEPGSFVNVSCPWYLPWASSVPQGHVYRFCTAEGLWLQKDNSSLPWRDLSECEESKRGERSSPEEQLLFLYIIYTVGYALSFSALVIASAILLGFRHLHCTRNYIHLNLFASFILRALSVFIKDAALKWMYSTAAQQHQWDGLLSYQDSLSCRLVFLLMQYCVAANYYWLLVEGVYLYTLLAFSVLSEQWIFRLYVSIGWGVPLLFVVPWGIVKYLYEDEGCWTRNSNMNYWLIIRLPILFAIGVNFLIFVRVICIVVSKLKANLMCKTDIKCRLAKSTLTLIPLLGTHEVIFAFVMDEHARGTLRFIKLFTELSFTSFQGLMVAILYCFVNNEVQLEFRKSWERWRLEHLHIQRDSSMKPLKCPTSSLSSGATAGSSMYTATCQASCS
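Assay principle: reduced luminescence from a cAMP-responsive reporter in HEK293 cells co-expressing a constitutively active GLP-1R. Conditions: 24 hr compound incubation, 37 deg C, 5% CO2.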
GLP1R ag: GLP-1 receptor (human) agonism; P43220; HEK293 GLP-1R CRE-luciferase, luminescence, 4-6 h; cells express a hypersensitive GLP-1R form; Potency, µM (highest dose often 45.6 µM), for the others: at the highest dose activation, actives largely listed as activators; 380,000 tested, 0.007% active; AID 624172; note: potency is the fitted concentration of half-maximal effect; % of control where 0% means no effect
D3 antag: blocks the human D3 dopamine receptor. D3R cells, DiscoveRx beta-arrestin luminescence, antagonist mode; stronger effect = lower value. max response, negative = inhibition, %. 360,000 tested, 2.5% active. AID 652054; in the data active = max response below about -50%; inconclusive = no clear call, values can overlap the other calls; note: % is set by controls: 0 for no effect and ±100 for the full control effect; mostly tested at two doses, the higher about 12 µM
Target sequence (P35462 whole entry, looked up): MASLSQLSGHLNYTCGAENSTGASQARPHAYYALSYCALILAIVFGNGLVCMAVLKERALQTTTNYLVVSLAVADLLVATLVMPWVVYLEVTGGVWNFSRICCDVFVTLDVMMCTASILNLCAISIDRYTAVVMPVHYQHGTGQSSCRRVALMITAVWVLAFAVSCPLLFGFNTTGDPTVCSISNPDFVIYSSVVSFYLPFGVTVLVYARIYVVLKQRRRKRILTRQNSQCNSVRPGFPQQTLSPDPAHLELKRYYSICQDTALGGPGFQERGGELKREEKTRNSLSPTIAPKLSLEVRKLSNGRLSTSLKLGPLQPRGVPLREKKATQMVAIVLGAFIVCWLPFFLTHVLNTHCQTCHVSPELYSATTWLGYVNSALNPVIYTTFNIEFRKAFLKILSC
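Cells expressing the human receptor were seeded at 1500 cells/well, incubated overnight at 37 degrees C in 5% CO2, then exposed to library compounds with dopamine controls for 90 minutes at 37 degrees C before luminescent detection.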
D3 ag: agonists of human D3 dopamine receptor. P35462. D3R DiscoveRx beta-arrestin cells, luminescence, 90 min. AID 652048. max activation, %. 410,000 tested, 0.58% active; in the data active = max activation above about 30%; note: 0% is about no effect; mostly tested at two doses, the higher about 12 µM
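Agonist mode: compounds and dopamine controls were applied to plated cells for 90 min at 37 degrees C after an overnight attachment at 1500 cells/well. Luminescent read-out followed 30 - 60 minutes at room temperature with DiscoveRx detection reagent.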
PTHR1 ag: agonists of human PTHR1 parathyroid hormone receptor. Q03431. HEK293 GP2 PTHR1 cells, GloSensor cAMP luminescence, 1 h. Potency, µM (highest dose often 115 µM), for the others: at the highest dose activation, usual class: activators. 410,000 tested, 0.075% active. AID 743266; note: potency is the fitted concentration of half-maximal effect; nearly all actives have a fitted effect of over 55% in size; some results filed as inactive show a strong effect at the top dose; inactives centre near -15; many of its hits are not listed in these tables
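HEK-293-derived GP2 cells expressing PTHR1 and a GloSensor cAMP reporter, 3,000/well, plated overnight, given luciferin plus IBMX (each 0.5 mM as added) for 1 h at 37 °C, then compound for 1 h at 37 °C. Luminescence was read after 15 min at room temperature.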
KB-V1 cytotox: kills drug-selected multidrug resistant KB-V1 cells; KB-V1 MDR cells viability, CellTiter-Glo, 72 h; Potency, µM (highest dose often 46.1 µM), for inactives: at the highest dose activity change, negative = cytotoxicity, hits mostly cytotoxic; 400,000 tested, 3.4% active; note: potency is the fitted concentration of half-maximal effect; % is set by controls: 0 for no effect and ±100 for the full control effect; nearly all actives have a fitted effect of over 60% in size
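Compound-treated KB-V1 multidrug-resistant cells, 72 h, 37 degrees C; viability by CellTiter-Glo. Fitted qHTS curves give the values.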
GLP1R cytotox: cytotoxicity in counter-screen for GLP-1R inverse agonists; HEK293 cAMP-luciferase reporter cells, luminescence, 24 h; Potency, µM (series often up to 38.3 µM), inactives show at the highest dose activity change, negative = inhibition, hits mostly inhibitors; 410,000 tested, 0.13% active;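 note: loss of luciferase light is scored as toxicity; potency is the fitted concentration of half-maximal effect; % is set by controls: 0 for no effect and ±100 for the full control effect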
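Seeding density was 200 cells/uL; after overnight-length (12 h) culture, 23 nL compounds went on for 24 h at 37 °C. Readout used a luciferase detection reagent, luminescence taken after 12 min at room temperature.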
* marks the source's active call; other numbers are inactive results; i = inactive; ? = inconclusive; · = no result given; [ ] = remark or other dose. Unless noted, calls come from the whole dose curve; as a rule, active = well fitted curve in the direction sought with a large enough effect; inconclusive = small, poorly fitted or top-dose-only effect, or another doubt; inactive = no such curve, though single readings can be large; an effect the other way counts as inactive or inconclusive. Only part of the results is shown (hit frequency here may not be typical).

SMILES | TDP-43 yeast inh | aSyn rescue | GLP1R inv ag | GLP1R ag | D3 antag | D3 ag | PTHR1 ag | KB-V1 cytotox | GLP1R cytotox
CC(C)N(Cc1ccccc1)C(=S)Nc1cccnc1 | 2.2% | -0.6% | -1.6% | 0.2% | 12.0 | 2.7 | i | -4.3% | 6.3%
N#CCCn1cnc2c(=S)nc[nH]c21 | -3.2% | -7.1% | -15.0% | -1.4% | 6.2 | -5.2 | -11.5%[57.5 µM] | 20.2% | 2.1%
O=C(COC(=O)c1cccc(S(=O)(=O)N2CCOCC2)c1)c1ccccc1 | -22.8% | 12.0% | -25.9% | 5.9% | 9.3 | -0.4 | -26.0% | 0.6% | -2.4%
O=C(CNS(=O)(=O)c1ccccc1)OCC(=O)c1ccc(Br)cc1 | -14.9% | 7.7% | -4.8% | 1.4% | -10.7 | -1.9 | i | 0.0% | 16.7%
COc1ccc(CNC(=O)COC(=O)c2ccc3c(c2)OCCO3)cc1 | 4.0% | 3.5% | 3.4% | -4.7% | 13.4 | -0.1 | i | 1.4% | -23.9%
O=C(Cc1cccs1)NCCc1ccc(F)cc1 | 14.4% | -1.5% | -24.5% | 9.1% | -8.8 | -0.7 | i | -5.4% | -3.4%
Nc1nnc(SCC(=O)Nc2cccnc2Cl)s1 | 20.4% | -1.3% | 5.3% | -3.0% | 12.3 | 5.2 | -10.6% | 3.0% | 3.7%
COc1ccc(Nc2nnc(C)c(=O)[nH]2)c(OC)c1 | -11.5% | -7.0% | 3.8% | -0.3% | 7.4 | 0.2 | i | -17.2% | -2.1%
CC1(C)C=Cc2c(ccc3c2OC[C@H](c2ccc(O)cc2O)C3)O1 | -90.4%[inhibitor] | -49.3%[inhibitor] | ? | 5.5% | 22.1 | 15.2 | -8.5% | -3.1% | -23.3%
CN1C(=O)CSc2ccc(NC(=O)Nc3ccccn3)cc21 | -11.2% | -3.1% | -24.9% | -9.8% | 6.1 | -0.7 | -21.5%[57.5 µM] | -4.1% | -29.3%
COCC1CCN(Cc2cn(Cc3ccccc3)nc2-c2cc3ccccc3o2)CC1 | · | -0.7% | ? | 7.7% | -24.3 | -20.5 | i | -25.8% | -12.7%
Cc1nc2n[nH]c(N)c2c2c1CCCC2 | 14.6% | 3.6% | 62.4%[activator] | 19.0% | 18.6 | 7.0 | i | -8.7% | 6.8%
COc1ccc(Cl)cc1N1C(=O)CC(Sc2ccccc2N)C1=O (stereo unspecified) | -2.5% | -6.5% | ? | 10.5% | 13.3 | 7.0 | -20.4% | 0.0% | -24.9%
COC(=O)[C@]1(Cc2ccccc2)N[C@H](CN(C)C(C)=O)[C@@H]2C(=O)N(Cc3ccccc3)C(=O)[C@@H]21 | 0.7% | 18.1% | 3.2% | -4.9% | -53.0* | -33.2 | i | 0.0% | 2.9%
Nc1ncnc2nc(SCC(=O)Nc3cccc(C(F)(F)F)c3)[nH]c12 | 5.6% | -5.7% | 27.3% | 12.3% | -11.5 | 2.1 | i | 21.6% | -4.6%

Some entries already given, limited to D3 ag.
Molecule,D3 ag
COc1ccc(CNC(=O)COC(=O)c2ccc3c(c2)OCCO3)cc1,-0.1
O=C(Cc1cccs1)NCCc1ccc(F)cc1,-0.7
Nc1nnc(SCC(=O)Nc2cccnc2Cl)s1,5.2
COc1ccc(Nc2nnc(C)c(=O)[nH]2)c(OC)c1,0.2
CC1(C)C=Cc2c(ccc3c2OC[C@H](c2ccc(O)cc2O)C3)O1,15.2

Next entries follow:
SMILES | TDP-43 yeast inh | aSyn rescue | GLP1R inv ag | GLP1R ag | D3 antag | D3 ag | PTHR1 ag | KB-V1 cytotox | GLP1R cytotox
CC1(C(=O)N/N=C/c2ccc3c(c2)OCO3)CC1(Br)Br (stereo unspecified) | 10.0% | 6.6% | -19.2% | 0.1% | 2.1 | -3.5 | -20.2% | ? | 8.4%
CCCCCn1c(=O)c2c(nc3n2CCN3c2ccc(Br)cc2)n(C)c1=O | 14.5% | · | 10.4% | · | · | 1.0 | -27.8% | · | -13.0%
O=C(Cc1ccsc1)NNC(=O)c1ccccc1O | -13.5% | -5.1% | -12.4% | -0.4% | 0.0 | 5.6 | -10.0% | -24.9% | -13.8%
COc1ccc(OC)c(C2=NOC(C(=O)Nc3ccccc3SC)C2)c1 (stereo unspecified) | ? | 5.8% | ? | ? | 12.6 | 11.1 | -65.4%[inhibitor] | -23.2% | 1.7%
Cc1ccccc1/C=C/c1cccc[n+]1C | 7.4% | -1.5% | -17.6% | 1.4% | -2.1 | -3.7 | -1.7% | 16.1% | ?
Cn1c(NCCc2ccncc2)nc2cc(-c3cccc(Cl)c3)sc2c1=O | 11.3% | 2.7% | 6.3% | -0.9% | 21.3 | 4.6 | -18.8% | 12.1% | 3.6%
CCOc1ccc(S(=O)(=O)N2CCOCC2)c2ccccc12 | 14.0% | 2.0% | -3.6% | 10.6% | 5.2 | -1.7 | -30.2% | 6.8% | -3.9%
Cc1nnc(SCc2nc3ccccc3nc2C)s1 | 10.7% | -9.8% | 20.7% | 7.7% | -16.9 | 2.3 | -8.6% | -1.1% | 86.4%[activator]
Cc1cc(-c2nc3ncccc3o2)ccc1NC(=O)c1ccc(Br)cc1 | 1.8% | · | -6.5% | -0.1% | · | 2.8 | -24.2% | 0.0% | -0.6%
CCOC(=O)CC(NC(=O)c1cc2cc(OC)ccc2oc1=O)c1ccc(OC)cc1 (stereo unspecified) | -10.9% | · | 4.2% | 0.8% | · | -12.7 | 1.7% | ? | 3.6%
Cc1ccc(SCCC(=O)N2CCC(C)CC2)cc1 | 14.2% | 5.8% | ? | 1.3% | -20.4 | 2.5 | -34.1%[inhibitor] | -5.4% | -18.3%
C=CCN1C(=O)C(Cc2ccc(SC(F)F)cc2)SC1=Nc1ccc(C(=O)O)cc1 (stereo unspecified) | -6.3% | 9.3% | -12.6% | 1.4% | -16.2 | -6.6 | -21.5% | -0.2% | -1.2%
Cc1ccc(CNC(=O)CN(Cc2cccs2)C(=O)C2(C)CC(=O)N=C3C=CC=CN32)cc1 (stereo unspecified) | 14.9% | -0.9% | 3.1% | -19.9% | -7.1 | 1.2 | i | -6.5% | 0.7%[1.53 µM]
Cn1nc(C(=O)NNC(=O)C2CSC3(C)CCC(=O)N23)c2ccccc2c1=O (stereo unspecified) | 25.3% | -0.1% | 1.8% | 17.3% | 4.9 | 8.2 | i | 0.0% | 16.5%
Clc1ccc(-c2nnc3sc(Cc4cccs4)nn23)c(Cl)c1 | ? | 0.6% | -7.8% | 23.2% | -6.6 | -2.0 | i | -2.1% | 3.4%
COCCN(C(=O)CSc1nc2ccccc2c(=O)n1CC(C)C)c1c(N)n(Cc2ccccc2)c(=O)[nH]c1=O | -1.7%[9.22 µM] | 5.6% | 3.3%[7.66 µM] | 10.3% | 14.6 | 4.4 | i | 4.5% | 4.8%[7.66 µM]
COC(=O)CSc1nnc(Cc2ccccc2)n1-c1ccc(C)cc1 | 5.1% | 0.2% | -10.2% | -2.4% | -8.3 | -12.9 | i | 23.4% | -2.4%
O=C(CN1CCOCC1)Nc1ccc(-c2nc3ccccc3[nH]2)cc1 | -20.4% | -0.7% | -2.4% | -2.8% | -15.4 | -1.4 | i | ? | 2.3%
O=C(NCC(=O)N(Cc1ccccc1)C(C(=O)NCC1CCCO1)c1ccccc1)c1ccco1 (stereo unspecified) | 3.7% | -2.9% | ? | 3.2% | 1.3 | -1.1 | 13.5% | -25.6% | 2.8%
O=C(O)c1ccc(/C=N/NC(=O)c2cc(-c3cccs3)nc3ccccc23)cc1 | 21.9% | -0.9% | 16.1% | 15.1% | 8.9 | -1.3 | i | ? | -11.0%
CS(=O)(=O)N1CCN(c2ccccc2NC(=O)c2ccc([N+](=O)[O-])o2)CC1 | -93.5%[inhibitor] | 14.0% | 72.5%[activator] | 5.4% | -18.8 | -3.4 | -30.3%[inhibitor] | ? | -3.6%
Cn1c(=NC(=O)CS(=O)(=O)c2ccc(F)cc2)sc2ccccc21 | -15.7% | -10.6% | 7.8% | 0.8% | -5.2 | -0.2 | i | -2.2% | 10.0%
C[n+]1ccccc1/C=C/c1ccc(C#N)cc1 | 2.1% | -0.6% | 6.4% | -5.1% | 2.2 | -4.1 | -8.9% | 16.6% | 1.6%
CC(=O)N(C)c1ccc(NS(=O)(=O)c2cccc3nsnc23)cc1 | -3.6% | 0.1% | 6.4% | -11.9% | -16.3 | -2.3 | -34.9%[inhibitor] | 20.2% | 1.5%
Cc1noc(C)c1NC(=O)Nc1cccc2c1O[C@H](CN(C)S(=O)(=O)c1ccccc1)[C@@H](C)CN([C@H](C)CO)C2=O | -4.8% | -1.9% | 4.6% | -3.5% | 27.3 | -1.4 | i | -19.8% | -0.2%
CCc1cc(CNC(=O)CC2C(=O)NCCN2CC2CCCCC2)on1 (stereo unspecified) | 7.7% | -0.1% | 2.5% | 3.1% | 14.8 | 5.9 | i | -3.6% | -6.7%
COc1ccc(-n2cc(CNCCc3cnc[nH]3)c(-c3cccc(F)c3)n2)cc1 | -22.5% | -2.5% | ? | 15.1% | ? | -17.3 | ? | -0.8% | -4.3%
O=C(CSc1nc(O)cc(=O)n1-c1ccccc1)Nc1ccc2c3c(cccc13)CC2 | -17.8% | -0.8% | -22.1% | -4.6% | -11.5 | -5.1 | i | -0.1% | 23.2%
